GC-B act – GC-B (human) receptor activation; 370,000 compounds, 0.11% hits; HEK293-GC-B cells, CNP EC30, cGMP TR-FRET; 0% at EC30 CNP, 100% saturating CNP; AID 1920062; activation, % at 10 µM;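 active means activation at 10 µM reaching about 35% in either raw or pattern-adjusted values, limit read from the data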
PRMT1 inh – blocks human protein arginine methyltransferase 1. 370,000 compounds, 1.3% hits. recombinant PRMT1, activity-based probe fluorescence polarization. inhibition, % at 2.79 µM. AID 652257. Q99873;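 active means inhibition above about 21% made by adding two undisclosed values, limit read from the data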
rCAG binder – binds r(CAG) RNA repeats | r(CAG) RNA repeat, TO-PRO-1 dye displacement fluorescence | inhibition, % at 3 µM | 370,000 compounds, 1.3% hits;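 active means inhibition above the plate cutoff, the mean of all test compounds on that plate plus 3 SD, cut at about 35% in these data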;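 further: 0% = DMSO alone and 100% = 100 µM mitoxantrone as full dye displacement; higher means more dye released from RNA so lower well fluorescence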
SIAE inh – inhibitors of human sialic acid acetylesterase SIAE; AID 1053197; SIAE FP-Rh probe binding, fluorescence polarization; 370,000 compounds, 0.69% hits; inhibition, % at 9.66 µM; Q9HAT2;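 active means inhibition above a cutoff: mean of compounds within the control limits plus 3 SD of those, cut at about 17% in these data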;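 further: 0% = plate median of compound wells and 100% = probe without SIAE protein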
LEDGF integ inh – blocks HIV-1 LEDGF/p75-dependent DNA integration; 370,000 compounds, 0.64% hits; AID 743269; inhibition, % at 3.7 µM; TR-FRET IN-LEDGF/p75 DNA integration, Eu/Cy5;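 active means inhibition above the screen-wide mean plus 3 SD, cut at about 13% in these data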;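 further: signal is the Cy5 over europium emission ratio at 671 and 618 nm; 0% = plate median of compound wells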
MBD2 DNA inh – MBD2-methylated oligo binding inhibition; Q9UBB5; TR-FRET, MBD2 binding to methylated oligonucleotide; inhibition, % at 4.4 µM; 370,000 compounds, 0.31% hits; in the data active means inhibition above about 13%
mABHD4 FP – ABHD4 (mouse) inhibition, primary FP screen | Q8VD66 | inhibition, % at 8.92 µM | 370,000 compounds, 0.54% hits | purified mABHD4, FP-Rh probe fluorescence polarization;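 active means inhibition exceeding the mean over every tested compound plus 3 SD, cut at about 30% in these data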;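 further: 0% = plate median of compound wells and 100% = S159A mutant with DMSO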
Target sequence (Q8VD66 whole entry, looked up): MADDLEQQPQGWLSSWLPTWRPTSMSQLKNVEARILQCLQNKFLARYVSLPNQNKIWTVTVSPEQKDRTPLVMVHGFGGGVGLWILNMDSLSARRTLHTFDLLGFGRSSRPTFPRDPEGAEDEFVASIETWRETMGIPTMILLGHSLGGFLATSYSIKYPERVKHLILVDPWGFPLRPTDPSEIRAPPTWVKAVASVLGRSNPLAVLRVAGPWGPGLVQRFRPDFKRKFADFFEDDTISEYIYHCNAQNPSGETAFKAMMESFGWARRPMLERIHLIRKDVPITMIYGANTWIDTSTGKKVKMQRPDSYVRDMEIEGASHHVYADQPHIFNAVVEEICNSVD
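Assay system: mouse ABHD4 enzyme, wild type / Also added: fluorescent activity-based probe FP-Rh / Doses: single nominal dose of 8.92 µM, 0.89% DMSO final / Timing: 45 min compound pre-incubation plus 60 min probe step, 25 °C / Signal: FP readout, ex 525 nm / em 598 nm / Control set: S159A mutant/DMSO as 100%, compound-well median as 0%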
HTRA1 inh – blocks human HTRA1 serine peptidase; AID 504803; Q92743; inhibition, % at 5.96 µM; 340,000 compounds, 0.5% hits; recombinant HTRA1, FP-rhodamine activity-based probe, fluorescence polarization; in the data active means inhibition above about 36%;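 further: 0% = enzyme with DMSO and 100% = wells lacking enzyme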
TCR-CD3 inh – human TCR-CD3 binding inhibition. TAMRA-labeled TCR probe fluorescence, biochemical. inhibition, % at 9.4 µM. 360,000 compounds, 0.37% hits. AID 651800; in the data active means inhibition above about 19%;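 further: recombinant mutant TCR 2C K166C tagged with TAMRA read by polarization; 0% = receptor in buffer alone and 100% = receptor with positive control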
TDP2 absorb – TDP2 (human) inhibition, absorbance primary screen | inhibition, % at 12.8 µM | 370,000 compounds, 0.34% hits | recombinant TDP2, T5PNP hydrolysis, p-nitrophenol absorbance 415 nm;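 active means inhibition above the mean of all tested compounds plus 3 SD, set per campaign, cut at about 25% in these data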;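 further: 0% = DMSO with enzyme and 100% = buffer with substrate but no TDP2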
Target sequence (O95551 whole entry, looked up): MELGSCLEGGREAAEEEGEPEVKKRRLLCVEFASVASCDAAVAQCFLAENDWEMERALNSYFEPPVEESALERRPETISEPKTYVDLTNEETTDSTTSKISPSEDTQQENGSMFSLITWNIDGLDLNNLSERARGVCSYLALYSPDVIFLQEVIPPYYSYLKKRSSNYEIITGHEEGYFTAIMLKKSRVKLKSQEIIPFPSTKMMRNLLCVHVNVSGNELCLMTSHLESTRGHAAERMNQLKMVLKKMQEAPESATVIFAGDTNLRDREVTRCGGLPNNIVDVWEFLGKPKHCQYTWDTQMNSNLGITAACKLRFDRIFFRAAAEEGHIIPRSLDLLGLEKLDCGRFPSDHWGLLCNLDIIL
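Incubation: 2 h at 37 °C; Test system: recombinant human TDP2; Quantity: enzyme 120 nM; Read-out basis: percent inhibition; Medium: 50 mM Tris-HCl pH 7.5 with Mg2+, KCl, DTT, BSA; Repeats: single replicate; Compound: 12.8 µM single point, 1% DMSO; Signal: epi absorbance; Reagent: 5 mM T5PNP chromogenic substrate; Benchmarks: no-enzyme high, DMSO-plus-enzyme low.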
Active calls of the source: *; / = not tested or not shown. Only part of the results is shown, so the mix of outcomes need not match the whole.

No.	SMILES	GC-B act	PRMT1 inh	rCAG binder	SIAE inh	LEDGF integ inh
1	Cc1cc(C)c(C(=O)COC(=O)CCNS(=O)(=O)c2c(Cl)cccc2Cl)cc1C	8	-4	-1	-12	1
2	Cc1nc(=O)c(-c2ccccc2)c(C)n1-c1ccc(O)cc1	4	-3	-2	9	-3
3	CCc1nnc(NC(=O)C2CCCN2C(=O)Nc2ccc(Cl)cc2)s1 (stereo unspecified)	-2	1	4	1	-1
4	COc1cccc(CNC(=O)c2ccncc2)c1	-1	2	-1	1	-2
5	OC[C@H]1O[C@@H](c2nc(-c3ccc(Br)cc3)no2)C[C@@H]1O	-2	1	0	0	-1
6	CC(=O)c1cccc(NC(=O)CCC(=O)c2ccc(F)cc2)c1	-4	-1	7	0	1
7	CC(C)/C(=N\NC(=O)Nc1ccccc1)c1ccccc1	2	-1	-7	5	1
8	COc1ccc(N(CC(=O)NCc2ccccc2OC)S(=O)(=O)c2ccc(C)cc2)cc1Cl	-10	4	0	-3	-4

No.	MBD2 DNA inh	mABHD4 FP	HTRA1 inh	TCR-CD3 inh	TDP2 absorb
1	3	-14	-26	0	2
2	0	3	-1	-4	3
3	3	5	-5	2	-5
4	3	-6	4	-6	4
5	2	6	/	-2	-8
6	0	-3	-20	4	-10
7	2	4	-2	-3	1
8	6	5	-31	-5	12

(further entries)
No.	SMILES	GC-B act	PRMT1 inh	rCAG binder	SIAE inh	LEDGF integ inh
9	CCOc1ccc(C(=O)Nc2cccc(C(=O)O)c2C)cc1Cl	6	4	1	-2	-1
10	Cc1cccc(NCc2nc(-c3ccccc3)no2)c1	4	0	-1	0	-3
11	COC(=O)c1c(NC(=O)c2cccc(N3C(=O)CCC3=O)c2)sc2c1CCN(C(C)=O)C2	-3	1	3	-11	3
12	C#CCNC(=O)C1=C[C@@H](c2ccc(C#C)cc2)[C@H](CCCO)[C@@H](OCC)O1	1	2	3	3	3
13	COc1ccc(-n2nnnc2-c2cn(C)nc2C(F)(F)F)cc1	-10	-5	-3	0	-1
14	O=C(CCC(=O)n1ncc2ccccc21)NCc1ccccc1Cl	-1	7	1	0	2
15	Cc1cc(NC(=O)Nc2cccc(C)c2C)no1	-1	-1	-1	6	2
16	Cc1ccccc1C(=O)NNC(=S)NC(=O)c1cccnc1	-1	4	3	0	4

No.	MBD2 DNA inh	mABHD4 FP	HTRA1 inh	TCR-CD3 inh	TDP2 absorb
9	-1	4	2	3	9
10	1	-2	-19	-3	10
11	-3	-5	-2	16	12
12	4	-3	-6	3	-2
13	0	2	13	1	-6
14	6	-1	-6	3	2
15	-4	-2	-3	3	-5
16	1	-1	11	26*	-7

Later entries.
No.	SMILES	GC-B act	PRMT1 inh	rCAG binder	SIAE inh	LEDGF integ inh
17	O=S(=O)(c1ccc(F)cc1)N1CCN(CC(O)COc2ccccc2F)CC1 (stereo unspecified)	9	3	-1	-3	2
18	Cc1nn(CC(=O)Nc2ccc3c(c2)OCCO3)c(C)c1[N+](=O)[O-]	1	-4	5	4	4
19	COc1ccc(C(=O)N/C(=C/c2cccs2)C(=O)NC(C)(C)C)cc1OC	7	4	0	0	-5
20	Cc1ccc(N(C(=O)c2ccc(S(=O)(=O)N3CCCC3)cc2)C2C=CS(=O)(=O)C2)cc1 (stereo unspecified)	6	-1	-1	-3	0
21	CCOc1ccc(S(=O)(=O)NC(C)C(=O)NC2CCCC2)cc1 (stereo unspecified)	5	4	-3	3	-2
22	COC(=O)[C@]12C[C@H](CC(=O)NCc3cccc4ccccc34)C(=O)N(Cc3ccc4c(c3)OCO4)C1=C[C@H](C(C)(C)C)O[C@@H]2C	-2	-1	7	-8	-4
23	COCCCn1c(=N)c(C(=O)NC2CCCCC2)cc2c(=O)n3ccccc3nc21	3	-1	1	0	-1
24	Cc1cc(S(=O)(=O)N2CCOCC2)ccc1OCC(=O)NCCCn1ccnc1	1	1	1	-3	-8

No.	MBD2 DNA inh	mABHD4 FP	HTRA1 inh	TCR-CD3 inh	TDP2 absorb
17	2	12	6	4	6
18	-3	3	-4	-5	1
19	3	-3	4	-9	6
20	-8	-3	-1	-8	-20
21	0	0	2	-3	14
22	4	-12	/	-7	-6
23	-5	4	1	0	-16
24	-1	-3	0	-9	-1

(cont.)
No.	SMILES	GC-B act	PRMT1 inh	rCAG binder	SIAE inh	LEDGF integ inh
25	C[C@H](CO)N1C[C@H](C)[C@@H](CN(C)C(=O)Nc2ccc(C(F)(F)F)cc2)Oc2c(NS(=O)(=O)c3cn(C)cn3)cccc2C1=O	6	-1	6	0	-1
26	O=C(Nc1ccccc1Cl)c1ccc(S(=O)(=O)NCC2CCCO2)cc1 (stereo unspecified)	2	-2	2	0	-2
27	O=C(CSc1ccc2nnc(-c3ccccn3)n2n1)N1CCOCC1	-9	-1	2	5	-1
28	CCN(CCCNC(=O)CN1C(=O)COc2ccc(S(=O)(=O)N3CCC(C)CC3)cc21)Cc1ccccc1	6	0	-8	-2	-2
29	COc1ccccc1N1CCN(C2CCCN(C(=O)c3snnc3C)C2)CC1 (stereo unspecified)	4	-1	-3	-4	-1
30	Cc1ccc(NC(=O)c2ccc(NCCN)c([N+](=O)[O-])c2)cc1Cl	-3	2	38*	-18	-2
31	O=C(COC(=O)CCC1CCCC1)Nc1ccc(F)cc1Cl	1	0	-2	-2	-1
32	Cc1cc(C)n2nc(C(=O)NNC(=O)c3ccccc3)nc2n1	-2	3	-2	1	-4

No.	MBD2 DNA inh	mABHD4 FP	HTRA1 inh	TCR-CD3 inh	TDP2 absorb
25	7	-17	-5	-3	2
26	-3	-5	6	0	8
27	-2	6	4	5	-9
28	-1	7	-1	3	10
29	0	2	-1	1	9
30	-4	5	-47	0	3
31	2	-1	-5	5	-2
32	5	9	-6	2	1

The listing continues.
No.	SMILES	GC-B act	PRMT1 inh	rCAG binder	SIAE inh	LEDGF integ inh
33	COC(=O)C1(C(=O)OC)Cc2ccccc2N(S(=O)(=O)c2ccc(C)cc2)C1CC(C)=O (stereo unspecified)	-2	-6	6	0	-1
34	CCN1CCN(CC(=O)Nc2ccc3c(c2)OCCO3)C(=O)C1=O	5	0	2	3	0
35	CO[C@@]1(NC(=O)C2SC(=C(C(N)=O)C(=O)O)S2)C(=O)N2C(C(=O)O)=C(CSc3nnnn3C)CS[C@@H]21 (stereo partly specified)	2	37*	6	-7	6
36	CSCCC(NC(=O)c1ccccc1Cl)C(=O)NCCc1ccccn1 (stereo unspecified)	-3	2	1	0	0
37	O=C(NCc1ccccc1)[C@H]1CCCN1C(=O)[C@H]1CCCN1C(=O)c1ccc(F)cc1	1	3	-1	5	-3
38	Cc1cc(O)c(N=Cc2cc3c(cc2[N+](=O)[O-])OCO3)cc1C	-2	25*	7	8	19*
39	CCNC(=S)N1CCN(CC)CC1	2	5	-5	10	-3
40	COCC(C)NC(=O)c1ccc2nc(-c3ccccc3)c(-c3ccccc3)nc2c1 (stereo unspecified)	-7	5	-6	-4	-3

No.	MBD2 DNA inh	mABHD4 FP	HTRA1 inh	TCR-CD3 inh	TDP2 absorb
33	-7	1	/	7	-7
34	-1	0	-4	5	-5
35	3	7	7	4	9
36	-2	1	-1	3	7
37	5	7	/	-2	2
38	-2	45*	52*	-7	0
39	5	5	-4	-4	6
40	-1	0	-7	-9	1

Remaining list, next part
No.	SMILES	GC-B act	PRMT1 inh	rCAG binder	SIAE inh	LEDGF integ inh
41	O=C(Cc1ccccc1)CC1(O)C(=O)Nc2ccccc21 (stereo unspecified)	-1	1	2	-4	-1
42	O=[N+]([O-])c1cc(/C=N/O)ccc1N1CCCC1	0	5	4	-4	-3
43	COc1ccc(CN2[C@@H](CC(C)=O)c3ccc(/C=C/C(C)=O)cc3S2(=O)=O)cc1	0	0	-1	-2	1
44	Cc1cccc(C)c1NC(=O)CN(C)C(=O)c1ccccc1C(=O)N(C)Cc1ccccc1	-5	-9	-9	3	3
45	O=C(NCC(=O)N(c1cnc2ccccc2c1)C(C(=O)NC1CCCC1)c1ccncc1)c1ccco1 (stereo unspecified)	-1	-2	-6	6	3
46	CC(=O)NC(Cc1ccc(F)cc1)C(=O)O (stereo unspecified)	8	-2	-1	-3	-2
47	COc1cccc(-c2sc3ccc(OC)cc3c2-c2cc(F)cc(OC)c2)c1	-3	0	2	-7	-4
48	Cc1ccsc1CN(C)CC(=O)Nc1ccccc1C(=O)NC1CC1	-4	-2	1	-4	1
49	COc1ccc(F)c(C2C(C#N)=C(N)Oc3n[nH]c(C(C)(C)C)c32)c1 (stereo unspecified)	7	5	-1	-3	2
50	CC(C)C[C@H]1CNC(=S)N1C[C@H]1CCCN1C[C@H](Cc1ccc(O)cc1)N1C[C@H](Cc2ccccc2)N(CC2CCCCC2)C1=S	5	-2	11	-8	-5

No.	MBD2 DNA inh	mABHD4 FP	HTRA1 inh	TCR-CD3 inh	TDP2 absorb
41	-6	2	-4	4	8
42	-9	-16	-3	-8	-8
43	2	-3	0	-6	9
44	-7	-1	2	-1	-8
45	4	-4	-2	-5	-1
46	-5	2	-2	4	7
47	1	-9	-17	3	-2
48	-4	1	-1	2	5
49	8	-29	-12	-8	-12
50	-3	-8	/	-6	-2

Assay outcomes (PubChem BioAssay)
